# Wnt act: Wnt/beta-catenin pathway activation. Wnt/beta-catenin reporter cell assay, activator, plate reader. activation, % at 9.35 µM. actives 1.2% (n = 300,000). AID 743398; in the data active = activation above about 30%, passing the limit was not always enough;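 also: 0% = neutral control wells and 100% = positive control wells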
# NSD2 inh: inhibitors of human histone methyltransferase NSD2; O96028; NSD2 peptide methylation, AlphaScreen, 120 min; inhibition, % at 12.5 µM; actives 0.54% (n = 310,000); in the data active = inhibition above about 50%
# SR-BI DiI inh: inhibitors of mouse SR-BI mediated HDL lipid uptake. Q61009. ldlA[mSR-BI] CHO cells, DiI-HDL uptake fluorescence, 3 h. inhibition, % at 12.5 µM. actives 0.96% (n = 320,000). AID 488896;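 active = mean replicate inhibition of at least 70% and a set share of replicates each scoring 70 or more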;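 also: 0% = median of neutral control wells and 100% = median of positive control wells; values of inactives mirror those of a sister screen read the other way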
# dFosB activator: mouse delta FosB homodimer activation | actives 0.99% (n = 340,000) | purified delta FosB, TAMRA-CDK5 oligo fluorescence polarization; percent of positive-control signal above neutral wells | AID 493131 | activation, % at 25 µM | P13346;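 active = mean activation above about 17%, with every replicate also reaching it, limit read from the data, passing the limit was not always enough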;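 also: fluorescence polarization rise as delta FosB binds a TAMRA Cdk5 AP-1 oligo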
# Target sequence (P13346 whole entry, looked up): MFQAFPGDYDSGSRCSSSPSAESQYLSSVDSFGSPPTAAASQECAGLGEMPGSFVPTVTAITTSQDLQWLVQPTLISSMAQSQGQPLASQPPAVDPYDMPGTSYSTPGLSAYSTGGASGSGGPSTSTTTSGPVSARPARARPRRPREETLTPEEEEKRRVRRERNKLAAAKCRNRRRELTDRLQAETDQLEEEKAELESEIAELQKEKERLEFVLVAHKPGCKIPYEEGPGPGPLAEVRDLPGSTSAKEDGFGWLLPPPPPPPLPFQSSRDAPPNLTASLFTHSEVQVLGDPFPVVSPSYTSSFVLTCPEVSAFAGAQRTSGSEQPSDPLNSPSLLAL
# MITF TRPM1 HTS: activators of MITF-driven TRPM1 promoter activity in SK-MEL-5 cells | activation, % at 12.5 µM | actives 0.75% (n = 300,000) | AID 588334 | SK-MEL-5 TRPM1-promoter luciferase, 24 h; % of positive control, neutral wells = 0;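 active = mean activation of at least 80% with every replicate also reaching 80%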;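 also: 0% = neutral control wells and 100% = parthenolide positive control wells; values of inactives mirror those of a sister screen read the other way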
# PvdQ acylase: P. aeruginosa PvdQ acylase inhibition; purified PvdQ acylase, fluorescence plate reader; inhibition, % at 10 µM; actives 0.063% (n = 340,000); AID 488965; in the data active = inhibition above about 30%, passing the limit was not always enough;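 also: 0% = vehicle neutral wells and 100% = reference inhibitor wells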
# V-ATPase pH: yeast V-ATPase proton transport regulation by pHLuorin. S. cerevisiae, pHLuorin cytosolic pH fluorescence. response, % at 10 µM. actives 0.37% (n = 350,000); in the data active = response mostly above about 7.3%, no sharp cut-off; inactive = mostly below about 5.4%; also: actives read high; inactives centre near 0; some compounds called inactive have numbers as strong as hits; reference of the scale not given here
# HTR5A ag ctr: counter-screen for OPRM1-OPRD1 agonists: human HTR5A agonism; activation, % at 9.3 µM; actives 0.61% (n = 340,000); HTR5A agonist assay, luminescence, cell-based; AID 504692; in the data active = activation mostly above about 9.5%, no sharp cut-off; inactive = mostly below about 7.6%;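 also: 0% = cells with vehicle only and 100% = reference agonist; strong numbers were not always called active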
# Target sequence (P47898 whole entry, looked up): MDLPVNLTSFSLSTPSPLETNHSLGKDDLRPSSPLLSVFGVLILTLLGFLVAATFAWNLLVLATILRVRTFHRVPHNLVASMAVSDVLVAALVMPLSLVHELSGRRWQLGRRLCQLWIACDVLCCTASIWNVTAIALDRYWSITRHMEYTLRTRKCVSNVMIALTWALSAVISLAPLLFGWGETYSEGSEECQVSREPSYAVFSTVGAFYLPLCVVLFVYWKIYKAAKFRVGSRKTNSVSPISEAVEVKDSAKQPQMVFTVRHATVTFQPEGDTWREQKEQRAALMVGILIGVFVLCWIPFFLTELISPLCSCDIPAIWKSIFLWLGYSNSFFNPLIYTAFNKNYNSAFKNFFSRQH
# CDK5 p35 inh: CDK5/p35 (human) kinase inhibition; Q00535+Q15078; Recombinant CDK5/p35, ADP-Glo luminescence, 60 min; inhibition, % at 10 µM; actives 0.01% (n = 330,000); AID 488839;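 active = highest replicate inhibition of at least 50% and at least 75% of replicates reaching 50%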;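 also: plate controls were DMSO neutral control for no effect and GW8510 at 10 µM for full effect; many of its hits are not listed in these tables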
# HTR5A inv ctr: HTR5A inverse agonism, opioid heterodimer counter-screen; AID 504634; HTR5A cell line, luminescence; inhibition, % at 9.3 µM; actives 0.083% (n = 340,000); P47898; in the data active = inhibition mostly above about 23%, no sharp cut-off; inactive = mostly below about 18%;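 also: 0% = cells with DMSO and 100% = no-cell wells with DMSO; some compounds called inactive have numbers as strong as hits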
# An asterisk follows results filed as active; / = not tested or not shown.
SMILES,Wnt act,NSD2 inh,SR-BI DiI inh,dFosB activator,MITF TRPM1 HTS,PvdQ acylase,V-ATPase pH,HTR5A ag ctr,CDK5 p35 inh,HTR5A inv ctr
N#Cc1ccsc1NC(=O)C1CCCN1S(=O)(=O)c1cccs1 (centres undefined),0.5,-2.2,2.8,1.3,-5.4,-3.2,0.6,0.6,-2.1,6.2
COc1ccc(C(=O)Nc2cc(C)nn2-c2nc3ccccc3[nH]2)c(OC)c1,0.5,-0.2,75.3*,-18.4,-2.0,-8.6,-2.6,2.1,1.2,-5.7
Nc1nc(SCC(=O)NCCCO)nc2sc3c(c12)CCC3,/,-3.4,-5.9,2.0,8.5,-5.9,-1.8,-2.3,-1.5,5.9
Cc1ccc(NC(=O)CSc2ccccc2NC(=O)c2ccccc2Cl)cc1Cl,3.5,-2.8,25.1,3.4,2.2,-1.1,1.6,1.7,-0.6,20.2
CCOc1ccc(C(=O)Nc2nncs2)cc1OCC,-5.2,-0.9,17.0,-10.2,3.8,-11.6,0.1,2.4,0.3,8.4
O=C(CN1CCOCC1)Nc1cc([N+](=O)[O-])ccc1Cl,-1.1,-1.5,-21.5,-2.5,6.2,-10.3,0.3,-1.6,-2.7,4.0
CCOc1ccccc1C(=O)Nc1ccc(C(=O)c2ccccc2)cc1,7.2,-2.4,38.4,-14.6,/,1.2,0.5,-1.0,-1.3,16.4
CCC1(c2ccccc2)NC(=O)N(Cc2cccc([N+](=O)[O-])c2)C1=O (centres undefined),-2.6,-1.3,9.3,-18.1,-10.2,-6.8,0.6,-2.4,0.4,17.1
O=C(NCc1ccccc1)c1c[nH]c2cc3c(cc2c1=O)OCCO3,24.4,5.2,2.6,-3.1,38.7,3.7,7.2,5.5,3.7,-3.5
CC(NC(=O)CSc1nnc(-c2cc3cc(Cl)ccc3o2)n1C)c1ccccc1 (centres undefined),-1.6,-1.3,5.8,-7.9,/,3.6,1.3,0.7,-0.1,-4.2
N#CCCN(/N=C/c1cccnc1)C1=NS(=O)(=O)c2ccccc21,-0.8,-2.0,-22.5,4.4,-5.9,-7.4,-2.2,0.3,2.6,34.3*
CN1CCN(NC(=S)Nc2ccccc2)CC1,-0.2,-0.5,0.1,5.5,4.8,-21.5,-1.0,/,-5.2,/
Cc1occc1C(=O)N1CCN(S(C)(=O)=O)CC1,/,-3.3,-12.5,-1.3,2.3,-14.1,-1.3,-0.9,-2.5,-0.9
COc1ccc(C)cc1S(=O)(=O)N(C)CC(=O)N1CCCCCC1,3.0,5.4,-48.6,-5.0,-1.8,-5.5,1.6,4.1,1.9,5.5
Cc1ccc(S(=O)(=O)N2CCC(C(=O)NNC(=O)c3ccccc3)CC2)cc1,-0.8,-0.7,11.0,1.7,-16.2,-0.1,0.0,3.2,-2.1,-8.7
Cc1cccc(C(=O)Nc2scc(-c3ccc(Br)cc3)c2C(=O)O)c1,6.5,-1.6,-19.2,-2.5,/,-4.3,0.5,2.1,1.9,9.5
CN(C)/C(=N\OC(=O)c1ccccc1)c1nonc1N,-3.3,-1.8,4.4,-5.6,-9.7,-7.5,0.8,-4.3,0.3,11.6
CCOC(=O)C1=C(C)N(C)C(C)=C(C(=O)OCC)C1c1ccc(Cl)cc1,/,1.4,2.6,-14.0,-14.0,-15.7,-3.4,-0.7,0.2,1.6
CCCCCCCC(=O)N/N=C(/C)c1c(O)cc(C)oc1=O,-1.4,0.5,-11.0,-3.2,-1.8,-12.4,6.8,0.6,0.7,-3.3
COC(=O)CSc1nc2ncc(Cl)cc2[nH]1,/,2.9,5.5,-2.7,-11.7,-12.6,1.3,-4.3,0.8,10.2
O=C(Nc1ccc(F)cc1)c1oc2ccccc2c1NC(=O)C1CCCC1,-0.9,16.9,50.0,5.6,1.9,-0.6,1.7,7.1,-0.4,-35.4
COC(=O)[C@H](C)NC(=O)Nc1ccc(Oc2ccccc2)cc1,/,0.6,12.2,-1.1,0.1,3.4,1.5,-0.5,1.7,-8.2
COc1ccc(OC)c(Nc2nc(NCc3ccco3)c3ccccc3n2)c1,-1.0,0.9,13.0,52.6*,-16.9,-8.6,-1.4,3.4,0.8,-12.5
COc1ccc(C2COC(=O)C2=N)c(NC(=O)c2ccccc2)c1 (centres undefined),-3.4,0.5,-15.8,-1.4,-14.7,-2.2,1.8,-6.7,2.0,17.9
COc1cccc2c1OC1(C)CC2NC(=O)N1c1cccc(C(=O)N2CCN(c3ccccn3)CC2)c1 (centres undefined),-0.5,-1.4,-22.8,-11.4,-4.4,-14.6,2.0,0.2,-2.8,7.2
COc1ccc(CN2CCN(CC3CC3)CC2CCO)c(C)c1C (centres undefined),-2.1,7.9,-5.3,-15.4,8.8,-7.8,5.6,-3.5,-0.3,12.9
O=Cc1nccc2ccccc12,-3.2,-0.5,-2.5,0.3,-5.4,-6.7,3.7,-2.5,-5.2,9.6
COc1cccc(N2CCN(c3c(C#N)c(C(F)(F)F)nn3C)CC2)c1,/,-2.9,39.6,-10.0,16.6,6.2,-8.7,-1.0,1.5,-24.4
COc1ccc(NC(=O)C/C(C)=N/NC(=O)c2cccs2)c([N+](=O)[O-])c1,1.8,-3.8,-1.0,-1.5,-4.2,11.0,-7.2,0.3,-0.2,-27.5
CCCn1c(=S)[nH]c2cc(C(=O)N3CCN(c4ccccc4OC)CC3)ccc2c1=O,0.8,0.0,14.0,-1.0,-5.3,0.2,-0.5,-1.5,0.2,-30.4
Cc1ccc(Cn2nnc3c(=O)[nH]c(C4CCN(C(=O)Cc5cccs5)CC4)nc32)cc1,-2.6,3.7,-24.2,-4.8,-4.5,-17.0,1.6,4.6,-1.2,-42.6
CCOc1ccc2[nH]cc(C(=O)NCc3ccc(F)cc3)c(=O)c2c1,-2.3,-1.3,28.3,-22.6,-17.8,7.7,-0.1,3.2,0.7,-11.6
COc1ccc2oc(C(=O)NC3CCCCC3)c(C)c2c1,28.8,-1.4,32.2,-13.3,112.3*,-12.1,6.9,5.3,1.4,-2.7
Cc1ccccc1NS(=O)(=O)c1cccc2nsnc12,3.6,-0.9,3.1,1.3,-4.1,1.1,-0.8,2.0,0.8,-8.0
CCC(=O)Nc1ccc(C(=O)Cn2ncc(Cl)c(Cl)c2=O)cc1,-20.6,3.6,/,-10.1,-65.8,-11.5,10.9*,7.6,0.1,4.3
Cc1ccc(C(=O)Nc2ccc(C(=O)N3CCCCC3)cc2)cc1,1.6,-1.4,47.2,-3.0,-2.7,-16.5,2.1,-3.7,-0.3,10.0
COc1cc(OC)cc(C(=O)NC(=S)N2CCN(c3ccc(C(F)(F)F)cc3[N+](=O)[O-])CC2)c1,/,2.8,38.4,-1.1,-4.0,-11.1,0.7,0.2,1.1,-0.5
O=C(Nc1ccc2oc(-c3ccccc3F)nc2c1)c1ccccc1F,14.9,3.4,0.1,-5.9,60.5,-0.8,0.6,4.0,-0.6,-11.2
CC(C)C(=O)Nc1cccc(COc2ccccc2CN(Cc2ccccc2)C(=O)OC(C)(C)C)c1,-5.1,/,12.8,-6.6,-8.6,-20.1,-1.1,-4.5,-1.8,15.7
COc1ccccc1N1CCN(C(c2ccccc2Cl)c2nnnn2C(C)(C)C)CC1 (centres undefined),-3.3,/,/,-25.3,-6.6,-10.2,-0.4,-3.7,0.1,9.2

# Ordered by value in CDK5 p35 inh (high to low): some entries from above
Molecule	CDK5 p35 inh
Cc1ccccc1NS(=O)(=O)c1cccc2nsnc12	0.8
CCOc1ccc2[nH]cc(C(=O)NCc3ccc(F)cc3)c(=O)c2c1	0.7
Cc1ccc(Cn2nnc3c(=O)[nH]c(C4CCN(C(=O)Cc5cccs5)CC4)nc32)cc1	-1.2

# Other results follow:
SMILES,Wnt act,NSD2 inh,SR-BI DiI inh,dFosB activator,MITF TRPM1 HTS,PvdQ acylase,V-ATPase pH,HTR5A ag ctr,CDK5 p35 inh,HTR5A inv ctr
Cc1cc(NC(=O)CCC(=O)N(CCC(C)C)CC(=O)NCC2CCCO2)no1 (centres undefined),-2.2,-0.3,-11.2,1.0,0.6,8.1,-1.1,0.2,0.4,-13.0
COc1ccc(NC(=O)CSc2nncs2)cc1S(=O)(=O)N1CCCCC1,6.9,-3.9,-7.6,-3.0,-14.1,-10.7,3.0,-2.5,1.3,14.4
NNC(=O)CNc1cccc(Cl)c1,15.2,1.6,-18.3,-1.2,-2.1,-7.0,-1.1,2.8,-0.4,-7.8
O=C(CSc1nnc(-c2ccc(Cl)cc2)n1-c1ccc(Cl)cc1)N/N=C/c1ccco1,-0.2,/,33.3,-5.9,-5.7,-12.2,1.5,1.4,-1.4,-4.7
Cn1nc(C(C)(C)C)cc1NC(=O)Nc1ccc(F)cc1F,1.0,-0.9,7.4,-6.5,-7.2,-4.7,-2.2,-0.6,-9.2,16.4
CCOC(=O)Cc1csc(NC(=O)NC2(C(F)(F)F)Oc3ccccc3O2)n1,/,-1.5,-32.5,-3.7,-6.9,0.9,-1.1,-6.3,-1.1,14.9
CCCc1cc(C(N)=O)c(NC(=O)c2ccco2)s1,40.7*,-1.4,6.4,0.9,/,-1.3,-0.2,2.8,0.2,1.9
C=CCN1C(=O)C(Cc2ccc(OCC)cc2)S/C1=N\N=C\c1cccs1 (centres undefined),/,1.8,-3.6,-2.2,-6.7,-17.7,1.5,1.6,-0.6,-4.2
COc1ccc(S(=O)(=O)N2CCOC2CNC(=O)C(=O)NCC(C)C)cc1OC (centres undefined),-0.8,-1.3,-16.4,-1.7,5.2,5.9,-0.8,-4.9,-0.3,11.8
CN(CCCC(=O)Nc1ccncc1)S(=O)(=O)c1ccc(Cl)cc1,-6.2,-1.2,-11.7,4.3,-6.7,-15.3,-1.6,3.5,0.4,-32.1
COc1ccc(-c2cc(C(=O)Nc3ccc4c(c3)OCO4)no2)cc1OC,1.7,1.6,/,7.2,12.8,0.1,4.1,0.9,0.4,-2.5
O=S(=O)(N1CCCCC1)n1c(Cc2ccccc2)nc2ccccc21,/,-13.9,17.4,-0.9,-3.5,-11.7,1.6,9.4,-0.5,-21.8
Cc1ccc(S(=O)(=O)NN2C(=O)/C(=C/c3cccnc3)SC2=S)cc1,-0.3,0.1,-15.3,-7.8,-8.8,-8.3,3.4,4.7,-0.4,-17.5
O=C(CSc1nc(=O)n(CCCN2CCOCC2)c2c1CCC2)Nc1ccccc1F,-3.1,-2.0,-2.2,1.6,7.0,-7.3,3.0,0.1,-0.8,-22.6
Cc1cccc(NC2=NC(=S)N(c3cccc(C(=O)O)c3)C23CCCCC3)c1,/,-1.4,7.4,-6.4,-4.1,-10.6,-2.0,1.6,-0.8,16.6
COc1cc(Br)c(S(=O)(=O)Nc2c(C)n(C)n(-c3ccccc3)c2=O)cc1OC,/,0.8,-37.8,-0.7,0.5,-14.3,5.8,-3.8,0.1,2.9
Cc1nc2ccccc2cc1O,/,1.5,-2.8,1.3,3.0,-21.6,0.8,4.8,1.4,-12.3
Cc1cc(OCC(=O)N(C)Cc2ccccc2)ccc1Br,16.8,-8.4,10.8,-4.6,36.8,-12.7,-2.6,3.3,0.1,-12.1
CCNC(=S)Nc1ccc(Oc2ccccc2)cc1,-3.7,18.9,18.1,1.8,-1.3,-16.7,1.8,5.1,0.0,-18.9
CC(C)NC(=S)N/N=C/C1=CCC2CC1C2(C)C (centres undefined),/,2.7,-30.6,-2.3,-5.4,-15.7,0.2,3.6,1.3,10.8
CC[C@H](C)[C@H](NS(=O)(=O)c1ccc(C)cc1)C(=O)N1CCC(C(=O)N[C@@H](C)C(=O)O)CC1,/,-0.2,-27.3,-5.8,-2.0,-0.2,-0.4,-1.3,-0.5,3.5

# High-throughput results from PubChem.
